Screens as filed in PubChem BioAssay.
HTRA1 inh = blocks human HTRA1 serine peptidase | Q92743 | recombinant HTRA1, FP-rhodamine activity-based probe, fluorescence polarization | inhibition, % at 5.96 µM | hit rate 0.5% among 340,000 | AID 504803; in the data active = inhibition above about 36%;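 also: 0% = enzyme with DMSO and 100% = wells lacking enzyme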
rCAG RNA binder = r(CAG) repeat RNA binding | TO-PRO-1 dye displacement fluorescence | inhibition, % at 3 µM | hit rate 1.3% among 370,000 | AID 651821;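 active = inhibition above the plate cutoff, the mean of all test compounds on that plate plus 3 SD, cut at about 35% in these data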;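 also: 0% = DMSO alone and 100% = 100 µM mitoxantrone as full dye displacement; higher means more dye released from RNA so lower well fluorescence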
TCR-CD3 inh = blocks the human TCR-CD3 interaction. hit rate 0.37% among 360,000. TAMRA-labeled TCR probe fluorescence, biochemical. inhibition, % at 9.4 µM; in the data active = inhibition above about 19%;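 also: recombinant mutant TCR 2C K166C tagged with TAMRA read by polarization; 0% = receptor in buffer alone and 100% = receptor with positive control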
SIAE inh = inhibitors of human sialic acid acetylesterase SIAE. SIAE FP-Rh probe binding, fluorescence polarization. hit rate 0.69% among 370,000. inhibition, % at 9.66 µM. Q9HAT2. AID 1053197;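 active = inhibition above a cutoff: mean of compounds within the control limits plus 3 SD of those, cut at about 17% in these data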;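 also: 0% = plate median of compound wells and 100% = probe without SIAE protein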
TDP2 inh = TDP2 (human) inhibition, absorbance primary screen; O95551; recombinant TDP2, T5PNP hydrolysis, p-nitrophenol absorbance 415 nm; inhibition, % at 12.8 µM; hit rate 0.34% among 370,000; AID 720702;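 active = inhibition above the mean of all tested compounds plus 3 SD, set per campaign, cut at about 25% in these data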;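 also: 0% = DMSO with enzyme and 100% = buffer with substrate but no TDP2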
Target sequence (O95551 whole entry, looked up): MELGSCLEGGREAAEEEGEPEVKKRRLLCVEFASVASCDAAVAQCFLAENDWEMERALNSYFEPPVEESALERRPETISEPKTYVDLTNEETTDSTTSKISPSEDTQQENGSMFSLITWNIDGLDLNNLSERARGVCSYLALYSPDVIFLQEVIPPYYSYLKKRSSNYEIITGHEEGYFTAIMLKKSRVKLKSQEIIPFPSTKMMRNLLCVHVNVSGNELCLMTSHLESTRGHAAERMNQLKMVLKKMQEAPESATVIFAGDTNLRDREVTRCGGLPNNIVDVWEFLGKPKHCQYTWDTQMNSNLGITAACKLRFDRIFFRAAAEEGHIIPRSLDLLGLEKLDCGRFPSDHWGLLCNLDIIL
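Material: recombinant human TDP2; quantity: TDP2 enzyme at 120 nM final; medium: Tris-HCl pH 7.5 with MgCl2; compound: single concentration, 12.8 µM nominal, with 1% DMSO; incubation: 2 h enzyme incubation at 37 °C; signal: epi absorbance; measure: percent inhibition; benchmarks: high control without enzyme, low control DMSO plus TDP2; repeats: singlicate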
MBD2 DNA inh = inhibitors of human MBD2 binding to methylated oligonucleotide. hit rate 0.31% among 370,000. Q9UBB5. TR-FRET. inhibition, % at 4.4 µM; in the data active = inhibition above about 13%
Target sequence (Q9UBB5 whole entry, looked up): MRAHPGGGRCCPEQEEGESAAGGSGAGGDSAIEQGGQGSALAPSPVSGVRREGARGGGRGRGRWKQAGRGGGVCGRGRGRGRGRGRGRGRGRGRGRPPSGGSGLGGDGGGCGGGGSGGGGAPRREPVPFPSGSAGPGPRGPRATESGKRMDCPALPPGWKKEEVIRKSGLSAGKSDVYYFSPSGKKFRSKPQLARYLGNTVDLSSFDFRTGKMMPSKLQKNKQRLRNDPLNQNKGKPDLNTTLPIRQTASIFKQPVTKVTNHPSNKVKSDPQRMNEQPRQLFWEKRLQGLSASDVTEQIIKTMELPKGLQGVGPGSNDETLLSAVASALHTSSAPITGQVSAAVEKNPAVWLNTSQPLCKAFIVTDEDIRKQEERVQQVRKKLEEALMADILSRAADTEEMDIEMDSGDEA
PRMT1 inh = blocks human protein arginine methyltransferase 1. inhibition, % at 2.79 µM. hit rate 1.3% among 370,000. AID 652257. recombinant PRMT1, activity-based probe fluorescence polarization;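 active = inhibition above about 21% made by adding two undisclosed values, limit read from the data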
ABHD4 inh = inhibits mouse alpha/beta hydrolase domain 4; Q8VD66; purified mABHD4, FP-Rh probe fluorescence polarization; inhibition, % at 8.92 µM; hit rate 0.54% among 370,000; AID 720543;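 active = inhibition exceeding the mean over every tested compound plus 3 SD, cut at about 30% in these data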;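 also: 0% = plate median of compound wells and 100% = S159A mutant with DMSO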
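assay system = mABHD4 protein | compound dosing = single nominal dose of 8.92 µM, 0.89% DMSO final | read-out basis = percent inhibition of probe binding, normalized to plate controls | schedule = Enzyme–compound pre-incubation 45 min, then probe 60 min, both 25 °C | detection = fluorescence polarization, excitation 525 nm, emission 598 nm, BODIPY TMR filters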
LEDGF integ inh = blocks HIV-1 LEDGF/p75-dependent DNA integration | TR-FRET IN-LEDGF/p75 DNA integration, Eu/Cy5 | inhibition, % at 3.7 µM | hit rate 0.64% among 370,000;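 active = inhibition above the screen-wide mean plus 3 SD, cut at about 13% in these data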;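 also: signal is the Cy5 over europium emission ratio at 671 and 618 nm; 0% = plate median of compound wells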
NPR2 activator = GC-B (human) receptor activation; P20594; HEK293-GC-B cells, CNP EC30, cGMP TR-FRET; 0% at EC30 CNP, 100% saturating CNP; activation, % at 10 µM; hit rate 0.11% among 370,000;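 active = activation at 10 µM reaching about 35% in either raw or pattern-adjusted values, limit read from the data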
Starred values were filed as active, the others as inactive; nt = no result given. The list is partial; the hit share may differ from the screen's.

SMILES	HTRA1 inh	rCAG RNA binder	TCR-CD3 inh	SIAE inh	TDP2 inh	MBD2 DNA inh	PRMT1 inh	ABHD4 inh	LEDGF integ inh	NPR2 activator
CCOc1ccc(NS(=O)(=O)c2ccc(C(=O)NCC(c3ccco3)N(C)C)cc2)cc1 (centres undefined)	-6	1	-5	9	4	7	-2	-2	-1	-1
Cc1ccc(S(=O)(=O)c2cc3ccccc3oc2=Nc2ccc3c(c2)OCO3)cc1	6	-1	0	0	4	-2	-2	5	1	7
O=C(Nc1nnc(CCc2ccccc2)s1)c1ccccc1F	3	-2	4	-7	-30	5	-3	-11	7	-2
COc1cc(/C=N/NC(=O)c2ccc3nc[nH]c3c2)cc(OC)c1OC(C)=O	-5	0	3	0	6	-4	-5	9	6	5
O=C(C1CC1)N1CCc2sccc2C1c1ccc(Cl)cc1 (centres undefined)	-6	-4	-1	5	-1	4	-3	-11	5	-18
COc1ccc(C2(c3ccc(OC)cc3)NC(=O)N(CC(=O)N(C)C3CCC(C)CC3)C2=O)cc1 (centres undefined)	-29	0	-5	-6	-4	-2	-2	-14	1	1
COc1cc(/C=N\n2cnnc2)ccc1OCC(=O)Nc1ccc(C)cc1	3	-2	-3	-6	0	-5	3	-1	-2	-5
O=C(O)[C@H]1CCCC[C@H]1C(=O)Nc1ccc(S(=O)(=O)N2CCCCC2)cc1	-1	7	0	4	3	-7	-2	-2	-2	3
CCCOC(=O)CCCC[C@H]1SC[C@@H](NC(=O)OC)[C@H]1NC(=O)OC	2	0	5	-2	-11	-2	-2	0	-1	-7
O=C(COC(=O)c1cnc(Cl)c(Cl)c1)NC1CCCC1	8	0	-5	-5	5	3	1	0	-1	5
CCOC(=O)c1cnc(SC)nc1Sc1ccc(Cl)cc1Cl	7	3	6	0	0	3	-2	3	0	-7
Cn1ccnc1C(O)c1ccc(OCc2ccccc2)cc1 (centres undefined)	-1	-1	-5	-5	6	-1	-3	0	1	5
O=C(NCC(c1ccco1)N1CCc2ccccc2C1)c1ccc(Cl)c([N+](=O)[O-])c1 (centres undefined)	-18	3	7	2	11	-6	0	-3	-1	-2
O=C1NN(c2ccccc2)C(=O)/C1=C/c1coc2ccccc2c1=O	-2	39*	-6	5	-6	0	11	13	8	-2
CCN(CC(=O)Nc1ccccc1OC)C(=O)c1ccccc1Sc1ccccc1C#N	-8	0	-4	1	3	1	4	4	-4	-2
COCCNC(=O)c1ccc(NS(=O)(=O)c2ccc3[nH]c(=O)[nH]c3c2)cc1	-1	-3	-1	-1	-7	-2	3	2	-6	-9
COc1ccc(-c2nc3ccc(C)cc3c(=O)o2)cc1OC	-8	0	11	-3	-5	-3	1	6	5	-10
Cc1ccc(C(=O)NCC(=O)Nc2ccccc2C(F)(F)F)cc1	1	-2	1	-1	11	0	0	6	2	1
O=C1Nc2ccccc2C1=Nc1cccc(Cl)c1	7	4	10	-3	-5	-11	-4	0	2	-1
CC1(C)C2CCC1(C)C(OC(=O)C[n+]1ccccc1)C2 (centres undefined)	13	0	0	-1	20	-2	-3	-1	-1	-1
Cc1sc2ncnc(NCCN3CCOCC3)c2c1C	11	-1	7	2	15	0	-4	10	2	5
CCC(=O)N1N=C(c2cccs2)CC1c1ccco1 (centres undefined)	-9	2	-5	4	7	-5	1	-2	0	-4
COc1ccc(N2CCN(C(=O)COC(=O)CCc3ccccc3)CC2)cc1	14	-1	-6	1	9	2	2	-8	1	-4
CC(=O)Nc1cc(-c2ccc(N3CCN(C)CC3)cc2)cn2c(-c3cccc(C(C)=O)c3)cnc12	nt	7	-6	-4	-22	-3	-7	-8	6	-1
Cn1cc([C@]2(O)C(=O)Nc3ccc(F)cc32)c2ccccc21	nt	1	6	0	-2	4	6	-8	2	-2

Six entries picked at random from the list so far:
SMILES	HTRA1 inh	rCAG RNA binder	TCR-CD3 inh	SIAE inh	TDP2 inh	MBD2 DNA inh	PRMT1 inh	ABHD4 inh	LEDGF integ inh	NPR2 activator
COCCNC(=O)c1ccc(NS(=O)(=O)c2ccc3[nH]c(=O)[nH]c3c2)cc1	-1	-3	-1	-1	-7	-2	3	2	-6	-9
O=C1NN(c2ccccc2)C(=O)/C1=C/c1coc2ccccc2c1=O	-2	39*	-6	5	-6	0	11	13	8	-2
O=C(NCC(c1ccco1)N1CCc2ccccc2C1)c1ccc(Cl)c([N+](=O)[O-])c1 (centres undefined)	-18	3	7	2	11	-6	0	-3	-1	-2
O=C(COC(=O)c1cnc(Cl)c(Cl)c1)NC1CCCC1	8	0	-5	-5	5	3	1	0	-1	5
CCN(CC(=O)Nc1ccccc1OC)C(=O)c1ccccc1Sc1ccccc1C#N	-8	0	-4	1	3	1	4	4	-4	-2
Cc1ccc(C(=O)NCC(=O)Nc2ccccc2C(F)(F)F)cc1	1	-2	1	-1	11	0	0	6	2	1

The main list resumes, starting 2 compounds before the break.
SMILES	HTRA1 inh	rCAG RNA binder	TCR-CD3 inh	SIAE inh	TDP2 inh	MBD2 DNA inh	PRMT1 inh	ABHD4 inh	LEDGF integ inh	NPR2 activator
CC(=O)Nc1cc(-c2ccc(N3CCN(C)CC3)cc2)cn2c(-c3cccc(C(C)=O)c3)cnc12	nt	7	-6	-4	-22	-3	-7	-8	6	-1
Cn1cc([C@]2(O)C(=O)Nc3ccc(F)cc32)c2ccccc21	nt	1	6	0	-2	4	6	-8	2	-2
O=C(CCNC(=O)c1ccc(Br)cc1)NNC(=O)C1COc2ccccc2O1 (centres undefined)	3	0	1	2	-1	-3	-2	5	1	-5
Cc1cc(C)cc(C(=O)Oc2cc(C)[nH]c(=O)c2[N+](=O)[O-])c1	6	2	-2	-3	1	0	-1	0	-4	3
N#Cc1cc2nc(O)c(O)nc2cc1[N+](=O)[O-]	0	2	5	1	2	-7	-5	-4	3	1
O=S(=O)(c1ccc(F)cc1)n1ccc(-c2cccc(OCc3c(F)cccc3Cl)c2)n1	-12	8	2	-5	0	0	-1	-9	3	3
CCOc1nc(CC)nc(NC(=O)NS(=O)(=O)c2ccccc2Cl)n1	2	3	4	0	0	-1	2	4	3	-3
O=C(c1ccc([N+](=O)[O-])s1)N1CCCc2ccccc21	-8	5	-4	3	-4	-2	1	4	-3	-1
O=C(/C=C/c1cccc(Cl)c1)Nn1c(-c2cccs2)nc2ccccc2c1=O	-5	6	-2	-71	1	-1	-1	-2	-1	2
CC(C)(C)N(Cc1ccccc1)C(=O)COc1cccnc1[N+](=O)[O-]	-7	-2	-4	5	6	6	2	8	-4	-6
COC(=O)C1CCN(S(=O)(=O)c2c(C)n(C)c(=O)n(C)c2=O)CC1	10	0	-9	-10	-6	6	5	-8	0	-1
CCOC(=O)c1ccc(NC(=O)N2CCN(C(=O)c3ccco3)CC2)cc1	-3	-2	3	2	-5	2	-1	0	2	-3
N#Cc1ccc(NC(=S)NCCN2CCOCC2)cc1	1	-3	-1	0	-3	0	-1	2	4	7
COc1ccc(C(=O)O)cc1S(=O)(=O)Nc1cc(C(F)(F)F)ccc1N1CCCCC1	-10	46*	-3	-4	-7	0	-2	10	5	2
CCCNc1c(N)c(=O)oc2ccccc12	0	4	-1	14	7	1	0	3	0	-3
CCCCNC(=O)[C@]1(C)CCC[C@@]2(C)C3CC[C@@]4(C)C[C@]3(CCC21)CC4=O (some centres undefined)	-15	-10	3	-4	-10	-5	-3	-1	-2	7
O=C(COC(=O)c1ccccn1)Nc1cccc(Cl)c1Cl	9	-3	2	4	10	2	0	3	1	-1
CC(=O)c1c(C)[nH]c(C(=O)OCC(=O)N2CCc3ccccc32)c1C	-7	4	-1	-19	10	10	2	-1	-2	-2
O=C1CSC(c2cccnc2)N1Cc1ccc(Cl)cc1Cl (centres undefined)	5	-1	1	-3	-9	3	-1	7	3	6
Cc1ccc(NC(=O)CSc2n[nH]c(-c3ccco3)n2)c(C)c1	4	4	-2	-1	-14	1	4	-5	-2	0
C[C@H]1COC(=O)[C@@H](Cc2ccc(F)cc2)C/C=C\C[C@@H](CC(=O)NCCO)C(=O)N1	7	-2	-2	-1	12	-2	0	7	-2	7
Cc1cc2c(cc1C)NC(C)CC(=O)N2 (centres undefined)	-2	-1	2	4	1	-9	-1	1	5	1
Cc1ccc(NC2CC(=O)N(c3ccc(N4CCCCC4)cc3)C2=O)cc1 (centres undefined)	18	16	-8	8	-1	7	4	5	1	6
COc1ccc(OC)c(NC(=O)/C=C/c2ccc(S(=O)(=O)N3CCOCC3)cc2)c1	-3	2	5	2	-5	1	1	-2	-1	4
Cc1cccc(C)c1NC(=O)CNC(=O)c1ccc(N2CCCC2=O)cc1	-10	-5	1	-6	-6	9	6	-7	-4	-6
NC1=NC(c2ccc(Cl)cc2)C(C(=O)c2ccccc2)N1 (centres undefined)	7	-2	-3	-7	6	2	4	0	-1	3
C/C(=N\N=C(/N)SC1CC(=O)N(c2ccc(Cl)c(Cl)c2)C1=O)c1cccs1 (centres undefined)	-52	24	3	-46	3	1	-1	-5	0	-9
O=C(CCc1c[nH]c2ccccc12)Nc1ccc(S(=O)(=O)Nc2ncccn2)cc1	-1	8	-4	11	-6	6	3	2	5	2
O=C(Nc1ccccc1C(=O)N1CCOCC1)c1cc2ccccc2o1	19	-3	3	4	-5	1	13	-1	-5	0
O=C(Nc1ccc2c(c1)OCO2)c1ccc2nc[nH]c2c1	21	5	5	8	3	-11	0	12	-1	3
Cc1c(C(=O)NC(C)C)sc2ncn(CC(=O)N3CCC(C)CC3)c(=O)c12	-1	-4	3	2	2	0	-2	2	6	0
Cn1ccc(NC(=O)c2ccc(Cl)cc2Cl)n1	7	1	-1	-6	-7	-2	-1	-3	1	-3

Part of the list above, limited to rCAG RNA binder, TCR-CD3 inh and PRMT1 inh:
| structure | rCAG RNA binder | TCR-CD3 inh | PRMT1 inh |
| --- | --- | --- | --- |
| COc1ccc(OC)c(NC(=O)/C=C/c2ccc(S(=O)(=O)N3CCOCC3)cc2)c1 | 2 | 5 | 1 |
| Cc1cccc(C)c1NC(=O)CNC(=O)c1ccc(N2CCCC2=O)cc1 | -5 | 1 | 6 |
| NC1=NC(c2ccc(Cl)cc2)C(C(=O)c2ccccc2)N1 (centres undefined) | -2 | -3 | 4 |
| C/C(=N\N=C(/N)SC1CC(=O)N(c2ccc(Cl)c(Cl)c2)C1=O)c1cccs1 (centres undefined) | 24 | 3 | -1 |
| O=C(CCc1c[nH]c2ccccc12)Nc1ccc(S(=O)(=O)Nc2ncccn2)cc1 | 8 | -4 | 3 |
